# Screening data from PubChem.
# S2 tox: cell viability loss in ATXN counter-screen; S2 cells (HEK-293 line with an ATXN2-luciferase reporter) viability, CellTiter-Fluor protease fluorescence, 24 h; Potency, µM (top dose mostly 56.7 µM), usual class: cytotoxic; 0.49% of 400,000 active; AID 651635; further: potency means the concentration at half of the fitted maximal effect; nearly all actives have a fitted effect of over 40% in size
# SW480 rereplic: DNA re-replication induction in SW480 cells | SW480 DNA re-replication, Hoechst DNA content imaging, 48 h | Potency, µM (titrated, usually from 46.1 µM), for the others: at the highest dose re-replication activation, actives largely listed as activators | 1.8% of 340,000 active; further: potency means the concentration at half of the fitted maximal effect; % of control where 0% means no effect; nearly all actives have a fitted effect of over 55% in size
#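 First, 250 cells per well were seeded. Next, compound or vehicle (23 nL) was pinned in, plates sat 48 hr at 37 C. Finally Hoechst was added for 40 min before fluorescence scanning.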
# HT1080 IDH1KD tx: kills HT-1080 cells with IDH1 knockdown; HT-1080 IDH1 knockdown viability, ATP luminescence, 48 h; Potency, µM (doses to about 46.1 µM), for the others: at the top dose activity, negative = toxicity, most hits filed as cytotoxic; 2% of 360,000 active; AID 686971;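 further: potency means the concentration at half of the fitted maximal effect; 0% = DMSO wells and -100% = cell-free medium wells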
#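 Viability of IDH1-knockdown HT-1080 fibrosarcoma cells was assessed by CellTiter-Glo after 48 h at 37 °C with titrated compound; concentration-effect curves were classified by fit quality and response size.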
# KB-3-1 tox: KB-3-1 parental cell cytotoxicity; KB-3-1 viability, CellTiter-Glo ATP luminescence, 72 h; Potency, µM (series often up to 46.1 µM), for inactives: at the top dose activity change, negative = cytotoxic, hits mostly cytotoxic; 1.4% of 400,000 active; further: potency means the concentration at half of the fitted maximal effect; on the % scale 0 is the no-effect control and ±100 the full control effect; nearly all actives have a fitted effect of over 60% in size
#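 72 h, 37 °C compound treatment of KB-3-1 parental cells; CellTiter-Glo added, 10 min, luminescence read. Data corrected against DMSO-only plates and normalized before curve fitting.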
# HT1080NT lethal: kills 2HG-producing HT-1080-NT fibrosarcoma cells; HT-1080-NT fibrosarcoma viability, CellTiter-Glo ATP luminescence, 48 h; Potency, µM (top dose mostly 46.1 µM), for the others: top-dose activity, negative = less viability, most hits filed as cytotoxic; AID 686970; 1.6% of 360,000 active;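 further: NT is the 2HG producing partner of a matched IDH1 knockdown line; potency means the concentration at half of the fitted maximal effect; 0% = DMSO-treated cells and -100% = media-only wells without cells; nearly all actives have a fitted effect of over 55% in size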
#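 Read-out is CellTiter-Glo luminescence after 10 minutes at room temperature, following 48 hours' compound treatment of HT-1080-NT cells (750 cells/well, RPMI, 5% FBS, 37 degrees C).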
# IL1B secr inh: blocks inflammasome-driven IL-1 beta release. 4.7% of 360,000 active. AID 743279. activity change, % at 57.5 µM. THP-1 LPS/ATP IL-1B secretion, AlphaLISA, 16 h; hits give low values; in the data active means activity change below about -50%; inconclusive means mostly about -30% to -49%; further: on the % scale 0 is the no-effect control and ±100 the full control effect
#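 Secreted IL-1B measured by AlphaLISA bead assay after 16 h compound exposure of THP-1 cells; compounds (final up to 57.5 uM) added 1 h before LPS (250 ng/mL) and ATP (1.25 mM) stimulation; lower signal means less secretion.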
# ATXN2 expr inh: ATXN2 expression inhibition; 0.72% of 360,000 active; Potency, µM (doses to about 57 µM), for inactives: at the top dose activity change, negative = inhibition, most hits filed as inhibitors; HEK-293 ATXN2-luciferase reporter, luminescence, 24 h; further: potency means the concentration at half of the fitted maximal effect; on the % scale 0 is the no-effect control and ±100 the full control effect; nearly all actives have a fitted effect of over 55% in size
#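 qHTS (up to 57 uM final) was run with 24 h compound exposure of reporter cells at 37 °C. Each well was multiplexed: SteadyGlo luminescence measured ATXN2-luciferase expression after a fluorogenic Gly-Phe-AFC viability readout (25 uM final).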
# MCF10A rerep: inducers of DNA re-replication in MCF 10A breast cells. MCF 10A DNA re-replication, Hoechst nuclear intensity, 48 h. Potency, µM (highest dose often 46.1 µM), without a hit: at the highest dose activity, positive = re-replication, actives largely listed as activators. 2.9% of 350,000 active. AID 624296; further: potency means the concentration at half of the fitted maximal effect; % of control where 0% means no effect; nearly all actives have a fitted effect of over 50% in size
# KB-V1 MDR tox: kills drug-selected multidrug resistant KB-V1 cells; 3.4% of 400,000 active; Potency, µM (highest dose often 46.1 µM), for the others: at the top dose activity change, negative = cytotoxicity, hits mostly cytotoxic; KB-V1 MDR cells viability, CellTiter-Glo, 72 h; further: potency means the concentration at half of the fitted maximal effect; on the % scale 0 is the no-effect control and ±100 the full control effect; nearly all actives have a fitted effect of over 60% in size
#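 Cytotoxicity toward P-gp-expressing KB-V1 cells was determined as loss of CellTiter-Glo luminescence after 72 h at 37 degrees C. Compounds were tested in quantitative HTS format across a concentration range, with curves fitted to normalized data.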
# The depositor's hits bear a star; i = inactive; ? = inconclusive; . = not tested or not shown; [ ] = remark or other dose. Unless noted, the call rests on the fitted dose curve; in most records, active means well fitted curve in the direction sought with a large enough effect; inconclusive means small, poorly fitted or top-dose-only effect, or another doubt; inactive means no such curve, though single readings can be large; an effect the other way counts as inactive or inconclusive.
SMILES,S2 tox,SW480 rereplic,HT1080 IDH1KD tx,KB-3-1 tox,HT1080NT lethal,IL1B secr inh,ATXN2 expr inh,MCF10A rerep,KB-V1 MDR tox
O=C(NCc1ccccc1)Nc1cccn(Cc2ccc(F)cc2)c1=O,?,1%,-18%,-29%,-4%,-6,0%,-1%,12µM*
CC(=O)N(c1ccccc1)C1CC(C)N(C(=O)c2ccccc2)c2ccccc21 (stereo unspecified),i,-3%,15%,-12%,-1%,0,-19%,?,?
O=C(CCCCO)c1ccc(O)c(Cl)c1,i,-16%,-1%,-5%,6%,22,1%,1%,-8%
COc1ccc(S(=O)Cc2ccc(C(=O)NC3CC3)o2)cc1 (stereo unspecified),i,-4%,-1%,5%,3%,2,.,-8%,30%
O=C(CN1C(=O)NC2(CCCCCC2)C1=O)c1ccc(OC(F)F)cc1OC(F)F,i,6%,-13%,8%,-2%,-16,-7%,?,?
C[C@H]1CN([C@@H](C)CO)C(=O)c2cc(Br)cnc2O[C@H]1CN(C)C(=O)c1ccccn1,i,.,10%,2%,-2%,-23,6%,.,5%
COc1cc2c(cc1OC)C(c1ccco1)CC(=O)N2 (stereo unspecified),i,-22%,-3%,7%,0%,6,5%,-1%,6%
CSc1ccc(CCNC(=O)Cn2c(C)c3cnn(-c4ccccc4)c(=O)c3c2C)cc1,i,.,.,-18%,.,.,2%,.,12%
CC(=O)c1c(C)nc(C)nc1NC(=O)Cc1ccccc1,i,-3%,10%,0%,20%,16,-8%,1%,21%
CC(C)(C)NC(=O)C(=O)NC(=O)c1c(F)cccc1Cl,i,-5%,4%,7%,2%,-6,-21%,3%,?
CCn1c(SCC(=O)OC2CCCCC2)nc2ccccc2c1=O,i,-4%,9%,1%,13%,20,-24%,?,-21%
Cc1onc(-c2c(F)cccc2Cl)c1C(=O)N[C@@H]1C(=O)N2C(C(=O)O)C(C)(C)S[C@H]12 (stereo partly specified),i,?,0%,0%,18%,39,9%,8%,14%
CSc1nc2cc3c(cc2n1C(=O)c1ccc(C)cc1)OCCO3,i,-3%,-8%,-1%,2%,8,-4%,16%,-5%
CCCOC(=O)CSC1=C(C#N)C(c2ccccc2OCC)C(C#N)C(=O)N1 (stereo unspecified),i,-3%,-8%,2%,-14%,-23,6%,3%,13%
Cc1ccc2oc(C(=O)Nc3sc4c(c3C(=O)NCc3ccccc3)CCCC4)cc(=O)c2c1,i,.,.,?,.,.,-1%,.,21%
COc1cccc(CNC(=O)c2ccc(-c3nc(CSc4ccccc4)c(C)o3)cc2)c1,i,.,.,-14%,.,.,7%,.,12%
Cn1c(=O)n(CCCOc2ccc(Cl)cc2)c2ccccc21,i,-6%,-10%,-2%,-6%,-14,-7%,7%,-11%
O=C1CCCCC1c1cccc2ccccc12 (stereo unspecified),i,4%,11%,-2%,13%,-4,-6%,4%,4%
CCC(C)(C)n1nnnc1C(c1ccc(O)c(OC)c1)N1CCN(c2nc3ccccc3s2)CC1 (stereo unspecified),i,?,2%,-4%,6%,15,15%,?,23%
CCOc1ccccc1OCCC(=O)OCC(=O)Nc1c(C)cc(C)cc1C,i,-5%,-1%,2%,-1%,-1,7%,5%,0%

# Full records, looked up by structure.
# Cc1onc(-c2c(F)cccc2Cl)c1C(=O)N[C@@H]1C(=O)N2C(C(=O)O)C(C)(C)S[C@H]12 (stereo partly specified) as listed: S2 tox: i; SW480 rereplic: ?; HT1080 IDH1KD tx: 0%; KB-3-1 tox: 0%; HT1080NT lethal: 18%; IL1B secr inh: 39; ATXN2 expr inh: 9%; MCF10A rerep: 8%; KB-V1 MDR tox: 14%
# Cc1ccc2oc(C(=O)Nc3sc4c(c3C(=O)NCc3ccccc3)CCCC4)cc(=O)c2c1 as listed: S2 tox: i; SW480 rereplic: .; HT1080 IDH1KD tx: .; KB-3-1 tox: ?; HT1080NT lethal: .; IL1B secr inh: .; ATXN2 expr inh: -1%; MCF10A rerep: .; KB-V1 MDR tox: 21%
# CCn1c(SCC(=O)OC2CCCCC2)nc2ccccc2c1=O as listed: S2 tox: i; SW480 rereplic: -4%; HT1080 IDH1KD tx: 9%; KB-3-1 tox: 1%; HT1080NT lethal: 13%; IL1B secr inh: 20; ATXN2 expr inh: -24%; MCF10A rerep: ?; KB-V1 MDR tox: -21%

# Continued.
SMILES,S2 tox,SW480 rereplic,HT1080 IDH1KD tx,KB-3-1 tox,HT1080NT lethal,IL1B secr inh,ATXN2 expr inh,MCF10A rerep,KB-V1 MDR tox
CC(c1ccon1)N(C)Cc1cn(C)nc1-c1ccc2c(c1)OCCO2 (stereo unspecified),i,-2%,-5%,9%,6%,28,-1%,-6%,-4%
CCOC(=O)c1ccc(NC(=S)NCC(O)c2ccccc2)cc1 (stereo unspecified),i,-4%,9%,15%,9%,8,-11%,8%,4%
CC(C)C(NC(=O)Cc1ccccc1[N+](=O)[O-])C(C)C,i,5%,1%,-2%,2%,27,2%,-65%[inhibitor],?
CCCOc1cccc(C(=O)Nc2cccnc2)c1,i,?,11%[9.24 µM],2%,-20%,-3,21%,?,-3%
COC(c1ccccc1)c1nnc(CCC(=O)NC2CCCCC2)o1 (stereo unspecified),i,-4%,19%,17%,11%,26,12%,-1%,0%
CCOC(=O)C1CCN(Cc2cccc(OCc3ccccc3)c2)CC1,i,-15%,-9%,0%,-3%,27,.,-3%,-6%
Cc1nc2cc(-n3ccc(=O)cc3)ccc2n1-c1ccccc1,i,-4%,0%,-15%,-7%,9,4%,?,2%
COCON1C(=O)CN(C(C)=O)C1c1ccc(Cl)cc1Cl (stereo unspecified),i,3%,12%,9%,5%,0,8%,-1%,8%
CCOc1ccc(N2C(=O)CC(n3ccc(C)n3)C2=O)cc1 (stereo unspecified),i,-3%,?,14%,5%,51,15%,3%,0%
O=C(Nc1cc(Cl)ccc1Cl)C1CCCO1 (stereo unspecified),i,-11%[9.22 µM],3%,6%,11%,0,2%,-11%,23%
O=C(NCC(c1ccco1)N1CCCC1)c1sc2ccccc2c1Cl (stereo unspecified),i,-5%,-1%,3%,0%,13,.,?,15%
O=C(CSCc1cccc(Cl)c1)N1CCN(Cc2ccc3c(c2)OCO3)CC1,i,-2%,-8%,2%,-13%,-28,-6%,?,-16%
O=C(NN1C(=O)c2ccccc2NC1c1ccco1)c1ccc([N+](=O)[O-])cc1 (stereo unspecified),i,1%,2%,4%,-1%,-9,.,-5%,28%
Cc1ccc(C(=O)NC(=S)Nc2ccc(N3CCOCC3)cc2)cc1C,i,-30%[inhibitor],1%,-14%,1%,0,-27%,14%,?
COc1ccc(C(CNC(=O)Cc2ccc(-c3ccccc3)cc2)N(C)C)cc1 (stereo unspecified),i,18µM*,21µM*,1%,18µM*,-28,-29%,?,-9%
CC(C)Cn1c(SCC(=O)NCc2ccco2)nnc1-c1ccncc1,i,-3%,0%,10%,0%,5,-1%,-28%,-5%
COc1ccc(/C=C(\NC(=O)c2cccs2)C(=O)Nc2ccccc2C)cc1OC,i,-1%,5%,?,15%,-2,8%,-2%,?
CCc1ccccc1NC(=O)CNC(=O)CCNC(=O)Nc1ccccc1,i,-6%,21%,2%,2%,-5,2%,4%,-2%
CN(C(=O)CSc1ncnc2sc3c(c12)CCC3)C1CCS(=O)(=O)C1 (stereo unspecified),i,7%,-5%,-19%,0%,0,3%,18%,?
O=C(c1ccc(S(=O)(=O)N2CCOCC2)cc1)N1CCOCC1,i,1%,9%,-1%,6%,4,3%,-9%,3%
O=C1CC(c2ccco2)Sc2ccccc2N1 (stereo unspecified),i,-1%,-3%,-6%,-19%,36,-5%,-1%,1%
CC(C)n1nnnc1SCC(=O)c1ccc2c(c1)OCCO2,i,0%[9.22 µM],25%,13%,27%,-8,42%[activator],-7%,11%
Cc1cccc(C)c1NC(=O)C(NC=O)c1ccc(N(C)C)cc1 (stereo unspecified),i,-1%,13%,3%,6%,23,6%,0%,8%
CCCCCOc1ccc(NC(=O)c2cc(SC)ccc2Cl)cc1,i,7%,-8%,?,12%,15,-12%,16%,?
O=C(c1cc([N+](=O)[O-])cc([N+](=O)[O-])c1)N1CCN(Cc2ccc3c(c2)OCO3)CC1,.,-4%,8%,-11%,1%,26,-11%,5%,?
CC(C)N(Cc1ccccc1)C(=O)CN1C(=O)NC2(CCOc3ccccc32)C1=O (stereo unspecified),i,-10%,-5%,20%,2%,-17,-11%,?,?
Cc1ccc(/C=N\NC(=O)CC(=O)NCCc2ccccc2)cc1,i,3%,1%,1%,12%,6,-4%,7%,21%
Cc1ccc(CNC(=O)CN(c2cc(C)cc(C)c2)S(=O)(=O)c2c(C)noc2C)cc1,i,.,.,-3%,.,.,4%,.,11%
Cc1ccnc(NC(=O)c2ccc3c(c2)C(=O)N(CCC(C)C)C3=O)c1,i,-8%,-10%,.,-2%,-7,24%,6%,.
COc1ccc(-c2cn3cccnc3n2)cc1NC(=O)c1ccc(Br)o1,i,-1%,4%,?,23%,-54*,9%,-28%,1%
Cc1cc(Cl)ccc1NC(=S)NCc1ccccc1,i,-2%,-5%,1%,-3%,-7,-6%,-2%,-12%
COC(=O)c1ccc2c(=O)n(Cc3ccc(C(=O)NC4CCCC4)cc3)c(=S)[nH]c2c1,?,-1%,2%,0%,5%,17,-12%,8%,0%
C#CCOCCOCCOCCNc1nc(N2CCN(C(=O)[C@H]([C@@H](C)CC)n3cc(CCCN=C(N)N)nn3)CC2)nc(N2CCN(C(=O)[C@H](CCCCN)n3cc(CCCC)nn3)CC2)n1,i,-6%,-4%,-8%,2%,-3,0%,15%,-16%
CCOc1ccc(CCNC(=O)c2cnc3sc(N4CCC(C)CC4)nn3c2=O)cc1,?,.,.,-1%,.,.,6%,.,-6%
COc1ccc(-c2nc3ccccc3c(=O)n2NC(=O)Cc2ccccc2)cc1,i,-8%,4%,8%,4%,20,6%,2%,15µM*
